# TcdB inh: blocks C. difficile toxin B glycohydrolase activity; AID 652162; hit rate 0.24% among 350,000; inhibition, % at 9.99 µM; TcdB glycohydrolase enzymatic assay, plate reader; in the data active means inhibition above about 10%
# PriA SSB inh: inhibitors of Klebsiella pneumoniae PriA binding to SSB C-terminal tail. AlphaScreen SSBct-PriA binding, biotinylated peptide. inhibition, % at 33 µM. hit rate 0.6% among 430,000. AID 1272365; in the data active means inhibition mostly above about 37%, no sharp cut-off; inactive means mostly below about 20%;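 further: plate controls were negative control peptide for no effect and reference peptide for full effect; strong numbers were not always called active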
# SARS 3CLpro inh: SARS-CoV 3CLpro protease inhibition; inhibition, % at 6 µM; recombinant SARS-CoV 3CLpro, quenched FRET peptide cleavage; hit rate 0.14% among 290,000; AID 1706; in the data active means inhibition above about 12%
# Yp Topo-I inh: inhibitors of Yersinia pestis topoisomerase I; activity, % at 10 µM; Y. pestis Topo-I cleavage product accumulation, plate reader; hit rate 0.064% among 360,000; in the data active means activity above about 50%, passing the limit was not always enough; inconclusive means no clear call, values can overlap the other calls; further: inactives centre near 2
# BoNT-A LC inh2: BoNT A light chain protease inhibition; multiplex microsphere protease substrate cleavage, flow cytometry; inhibition, % at 10 µM; hit rate 0.17% among 360,000; AID 588499; further: plate controls were buffer without enzyme for full effect and enzyme alone for no effect
# PfHsp40 rescue: restores yeast growth despite PfHsp40 toxicity | S. cerevisiae expressing PfHsp40, growth rescue, ATP luminescence | growth rescue, % at 12.5 µM | hit rate 0.68% among 340,000; in the data active means growth rescue above about 28%, passing the limit was not always enough; inconclusive means no clear call, values can overlap the other calls;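 further: yeast W303a lacking pdr1 and pdr3 grown in galactose medium; growth measured after three days at 30 °C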
# VHR inh abs: inhibitors of human VHR1 phosphatase (DUSP3) | P51452 | inhibition, % at 13.3 µM | recombinant VHR phosphatase, pNPP absorbance | hit rate 0.52% among 290,000; in the data active means inhibition above about 50%; further: some compounds called inactive have numbers as strong as hits
# Target sequence (P51452 whole entry, looked up): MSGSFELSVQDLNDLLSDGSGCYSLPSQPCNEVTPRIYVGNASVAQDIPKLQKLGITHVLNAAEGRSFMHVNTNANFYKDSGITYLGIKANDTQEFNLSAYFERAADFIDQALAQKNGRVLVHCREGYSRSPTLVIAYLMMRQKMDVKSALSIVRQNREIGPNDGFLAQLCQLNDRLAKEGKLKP
# BH1578 lux ind: induces V. cholerae light production without autoinducers | V. cholerae BH1578 lux reporter, luminescence, 6 h | activation, % at 18.7 µM | hit rate 0.16% among 350,000; in the data active means activation mostly above about 9.7%, no sharp cut-off; inconclusive means no clear call, values can overlap the other calls; inactive means mostly below about 3.7%; further: not every result past the cut was called active; inactives centre near 0; reference of the scale not given here
# CCHFV vOTU inh: blocks the CCHF virus ovarian tumor domain protease; hit rate 0.55% among 370,000; inhibition, % at 11.5 µM; CCHFV vOTU protease, Pep-AMC fluorescence; in the data active means inhibition above about 30%; further: 0% = vehicle wells with enzyme and 100% = no enzyme wells
# Anthrax LF prot: anthrax lethal factor protease inhibition; multiplex microsphere protease cleavage assay, LF; inhibition, % at 10 µM; P15917; hit rate 0.12% among 360,000; further: plate controls were buffer without enzyme for full effect and enzyme alone for no effect
# Target sequence (P15917 whole entry, looked up): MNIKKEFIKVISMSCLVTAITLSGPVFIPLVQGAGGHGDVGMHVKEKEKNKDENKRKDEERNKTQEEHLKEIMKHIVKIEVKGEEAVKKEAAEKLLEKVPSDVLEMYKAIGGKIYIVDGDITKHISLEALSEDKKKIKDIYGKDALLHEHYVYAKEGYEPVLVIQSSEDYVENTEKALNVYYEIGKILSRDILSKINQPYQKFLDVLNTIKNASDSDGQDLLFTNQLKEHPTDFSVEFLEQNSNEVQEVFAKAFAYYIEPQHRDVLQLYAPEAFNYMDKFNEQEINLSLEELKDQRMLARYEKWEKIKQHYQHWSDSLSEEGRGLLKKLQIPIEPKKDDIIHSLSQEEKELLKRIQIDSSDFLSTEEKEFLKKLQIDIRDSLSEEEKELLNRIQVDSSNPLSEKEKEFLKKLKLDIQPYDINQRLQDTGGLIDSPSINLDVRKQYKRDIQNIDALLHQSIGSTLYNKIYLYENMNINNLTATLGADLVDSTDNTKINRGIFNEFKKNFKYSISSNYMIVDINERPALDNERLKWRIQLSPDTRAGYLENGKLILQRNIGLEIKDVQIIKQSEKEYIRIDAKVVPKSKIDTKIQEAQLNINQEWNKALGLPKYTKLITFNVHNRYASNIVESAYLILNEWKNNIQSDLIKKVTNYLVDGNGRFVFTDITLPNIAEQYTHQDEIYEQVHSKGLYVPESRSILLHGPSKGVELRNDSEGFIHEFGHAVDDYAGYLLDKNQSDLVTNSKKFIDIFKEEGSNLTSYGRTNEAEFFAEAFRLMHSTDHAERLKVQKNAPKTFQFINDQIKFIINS
# An asterisk follows results filed as active; i = inactive; u = inconclusive; x = no result given; & = joins results of further samples. Unless noted, no stated cut-off is given here; in the data, active means inhibition above about 30%; inconclusive means no clear call, values can overlap the other calls; inactive means below that. Only part of the results is shown. The share of hits here may be higher or lower than overall.
# Value order: TcdB inh	PriA SSB inh	SARS 3CLpro inh	Yp Topo-I inh	BoNT-A LC inh2	PfHsp40 rescue	VHR inh abs	BH1578 lux ind	CCHFV vOTU inh	Anthrax LF prot
> CCCS(=O)(=O)NC(=O)C1(C)CCN(C(=O)c2cncc(Br)c2)C1 (stereo not drawn)
 : -0.2	x	x	9.3	-0.4	x	x	i	8.7	-2.7
> O=c1[nH]c2ccc(NS(=O)(=O)c3ccc([N+](=O)[O-])cc3)cc2[nH]1
 : 1.2	1.0	4.1	-0.9	-0.5	-1.6	-1.8	1.0	9.3	-2.4
> CCOC(=O)COC(=O)c1ccc(O)cc1
 : x	-3.4	5.4	7.0	0.0	-0.1	8.2	i	-6.5	-2.9
> CNC(C)c1ccc(S(N)(=O)=O)cc1 (stereo not drawn)
 : 2.1	-16.2	2.3	-4.3	-0.7	-0.8	17.6	1.0	-13.9	-1.1
> Cc1nc(Nc2ccc3c(c2)OCCO3)c2oc3ccccc3c2n1
 : x	0.4	-0.7	-3.8	0.0	-0.7	-3.8	i	5.6	-2.1
> Cc1cc(C)nc(N/N=C/c2cc(C)n(CC(F)(F)F)c2C)n1
 : x	x	0.1	-0.9	-0.7	1.2	16.6	-0.3	0.6	-7.0
> COc1ccc(CCNC(=O)/C(=C/c2cccnc2)NC(=O)c2ccccc2)cc1
 : 0.6	-13.7	-1.4	-1.2	0.1	0.5	1.2	-0.5	5.9	0.1
> CC1CN(S(=O)(=O)c2ccc(Cl)c(S(=O)(=O)N3CC(C)OC(C)C3)c2)CC(C)O1 (stereo not drawn)
 : x	-12.4	2.5	0.9	1.6	-0.6	15.4	-0.3	-3.9	9.8
> CS(=O)(=O)Nc1ccccc1C(=O)OCC(=O)NCc1cccs1
 : 2.6	-5.3	x	-1.1	-0.3	-0.7	x	i	8.6	1.7
> Cn1ccnc1SCc1cn2ccccc2n1
 : x	-6.5	2.9	-2.4	-0.5	-0.3	33.3	-0.1	4.0	-7.2

# Part of the list above in order of number of heavy atoms, smallest number first.
# Value order: TcdB inh	PriA SSB inh	SARS 3CLpro inh	Yp Topo-I inh	BoNT-A LC inh2	PfHsp40 rescue	VHR inh abs	BH1578 lux ind	CCHFV vOTU inh	Anthrax LF prot
> CCOC(=O)COC(=O)c1ccc(O)cc1
 : x	-3.4	5.4	7.0	0.0	-0.1	8.2	i	-6.5	-2.9
> Cn1ccnc1SCc1cn2ccccc2n1
 : x	-6.5	2.9	-2.4	-0.5	-0.3	33.3	-0.1	4.0	-7.2
> Cc1cc(C)nc(N/N=C/c2cc(C)n(CC(F)(F)F)c2C)n1
 : x	x	0.1	-0.9	-0.7	1.2	16.6	-0.3	0.6	-7.0
> CS(=O)(=O)Nc1ccccc1C(=O)OCC(=O)NCc1cccs1
 : 2.6	-5.3	x	-1.1	-0.3	-0.7	x	i	8.6	1.7
> Cc1nc(Nc2ccc3c(c2)OCCO3)c2oc3ccccc3c2n1
 : x	0.4	-0.7	-3.8	0.0	-0.7	-3.8	i	5.6	-2.1
> CC1CN(S(=O)(=O)c2ccc(Cl)c(S(=O)(=O)N3CC(C)OC(C)C3)c2)CC(C)O1 (stereo not drawn)
 : x	-12.4	2.5	0.9	1.6	-0.6	15.4	-0.3	-3.9	9.8

# Other entries:
# Value order: TcdB inh	PriA SSB inh	SARS 3CLpro inh	Yp Topo-I inh	BoNT-A LC inh2	PfHsp40 rescue	VHR inh abs	BH1578 lux ind	CCHFV vOTU inh	Anthrax LF prot
> Cc1ccccc1Nc1c(-c2ccccc2)nc2ncccn12
 : 1.2	-4.3	0.0	-6.4	-1.5	-1.8	9.3	-0.5	-2.1	-4.4
> C/C(=N\NC(=O)CC1N=C(Cc2ccccc2)NNC1=O)c1ccc(C)cc1 (stereo not drawn)
 : x	x	-1.8	5.7	0.3	0.6	24.6	i	6.8	1.7
> COc1ccc(-c2cc3nc(NCCNC(C)=O)n(C)c(=O)c3s2)c(C)c1
 : 0.0	x	x	11.8	-0.8	x	x	i	-3.8	0.4
> O=C(COC(=O)Cc1c(F)cccc1Cl)NC(=O)c1ccccc1
 : 0.2	-9.4	-2.4	8.7	-2.1	0.2	22.5	-5.3	9.6	-2.5
> COc1cc(CCC(=O)NCc2ccc(F)cc2)cc(OC)c1OC
 : -1.0	-2.9	-0.3	-4.3	0.1	-1.2	9.5	i	4.9	-6.1
> CN1CCC(N2CCN(C3CN(Cc4cn(Cc5cccc(C(F)(F)F)c5)nn4)S(=O)(=O)C3)CC2)CC1 (stereo not drawn)
 : 0.6	x	x	x	-0.4	x	x	x	3.0	-10.4
> COC(=O)c1sccc1NC(=O)Nc1ccc(OC)cc1
 : 1.1	0.0	0.3	-9.3	-4.3	1.7	14.4	0.3	6.6	-9.5
> CC(=O)C1=C(C)NC(=O)CC1c1ccc(F)cc1 (stereo not drawn)
 : 1.2	2.0	2.2	1.2	-0.6	0.2	41.0	-0.6	-4.9	-3.6
> COc1cccc(C(=O)N2CCN(C3CCCCC3)CC2)c1
 : -2.3	2.8	2.0	3.4	-4.0	2.8	8.8	0.7	-9.1	0.8
> Cc1ccc(CN2CC34C=CC(O3)C(C(=O)NCc3ccco3)C4C2=O)cc1 (stereo not drawn)
 : x	-17.0	0.4	6.3	1.2	-0.8	31.1	i	3.5	-5.7
> Cc1cc2ccccc2nc1Br
 : -0.2	-14.7	-3.4	4.4	-1.7	-0.7	-7.4	-0.5	-20.8	0.1
> CCOC(=O)C(Cc1ccccc1)NC(=O)CCc1c(C)nc2nc(C)nn2c1C (stereo not drawn)
 : x	-1.1	-3.2	-0.1	0.2	1.4	33.8	i	-13.5	3.6
> CCn1c(SCC(=O)NC(C)c2ccccc2)nc2ccccc21 (stereo not drawn)
 : 1.1	-14.6	1.2	11.0	-0.1	-0.3	31.3	-0.4	x	-2.5
> CCN(CC)c1ccc(/C=N/NC(=O)c2ccc3nc[nH]c3c2)c(O)c1
 : x	x	-0.7	-15.7	-1.8	-0.7	16.5	-2.3	x	-6.1
> COCCN1C[C@@H](CO)O[C@@H](n2cnc3c(N4CCOCC4)ncnc32)C1
 : 2.3	x	x	10.3	-0.8	x	x	-0.8	0.8	2.2
> COc1ccc(NC(=O)C2CCCN(S(C)(=O)=O)C2)cc1OC (stereo not drawn)
 : -5.1	7.9	1.9	-21.2	2.4	-1.2	-6.8	-1.7	6.7	-0.3
> COc1ccc(OCCSc2nc(N)cc(N)n2)cc1
 : x	9.1	2.7	2.2	-0.1	0.6	7.8	-6.2	5.5	1.7
> COc1cc(C(=O)N2CCCC(c3nc(-c4cccs4)no3)C2)cc(OC)c1OC (stereo not drawn)
 : x	3.7	0.8	13.6	-4.9	0.1	2.9	0.0	-7.2	-8.6
> Cc1cc(C)cc(NC(=S)N2CC(C)OC(C)C2)c1 (stereo not drawn)
 : -2.3	-0.1	-3.3	10.6	-0.7	-0.1	7.4	i	-18.5	-2.1
> COc1ccc(-c2ccc(-c3nc4ccc(C)cn4c3NC3CCCCC3)cc2OC)cc1
 : 1.1&-1.9	6.7	x	17.7	-0.3&0.6	6.9	x	-0.9	-9.3&0.1	1.5&-2.8
> Cn1c2ccccc2c(=O)c2cc(C#Cc3ccc(N)cc3)ccc21
 : x	-5.4	1.1	-18.8	3.6	1.1	32.1	i	6.0	-7.2
> COc1ccc(NCC(=O)N/N=C/C=C/c2ccccc2[N+](=O)[O-])cc1
 : 1.5	x	2.4	-11.9	0.0	0.0	13.2	9.4	7.2	-2.7
> O=C(/C=C/c1ccccc1)N1CCOCC1
 : -3.9	12.1	-2.1	3.4	0.8	-2.2	5.8	-1.6	2.3	-0.6
> Cc1ccc(NC(=O)CSc2nnc(-c3cccnc3)o2)c(C)c1
 : 0.4	-4.6	x	7.6	0.0	3.0	x	i	-5.7	-0.7
> CCOC(=O)Cn1nc(C(F)F)c(Br)c1C
 : 1.2	-7.8	2.5	-4.1	-0.7	20.0	17.7	0.5	-6.5	4.0
> Cc1cc(OCC(=O)NNC(=S)NC(=O)c2cccs2)ccc1Cl
 : 2.4	-4.9	-0.4	-10.2	3.3	-0.6	-1.9	i	-4.3	6.0
> COc1ccc(/C=C/C(=O)c2c(O)n(CCC3=CCCCC3)c(=O)[nH]c2=O)cc1
 : 0.7	7.8	4.9	6.5	-0.3	-1.6	25.5	-0.4	-15.0	-0.3
> O=C1N2CCSC2=NC1(NS(=O)(=O)c1ccccc1)C(F)(F)F (stereo not drawn)
 : x	-15.3	0.3	-1.0	-0.4	1.3	15.1	-0.9	3.3	-4.5
> CCOc1ccc(Nc2nc(NCCN3CCOCC3)nc(OC)n2)cc1
 : x	6.5	-3.4	-11.6	u	-0.7	37.1	-0.2	-4.8	-3.4
> COc1cc(O)oc1C=Nc1ccc(Cl)cc1
 : x	4.6	2.5	-5.6	0.4	-0.2	39.1	25.8*	5.9	4.2
> CSc1ccc(/C=N/n2c(COc3ccccc3)n[nH]c2=S)cc1
 : 2.3	x	4.4	37.9	-0.2	1.4	5.9	1.5	17.1	1.8
> COc1ccc(/C=N/NC(=O)c2cccnc2)cc1CN1CCCc2ccccc21
 : 0.6	x	0.6	23.5	0.7	0.6	-6.2	-0.3	-13.4	0.3
> COc1ccc(-c2cc(N3C(=O)Nc4ccccc4N3O)n[nH]2)cc1
 : x	2.1	-0.5	-0.8	0.2	-0.8	0.4	-0.3	-9.1	-1.3
> Cc1ccc(NC(=O)CSc2nc3ccccc3c3nc4ccccc4n23)cc1
 : x	-1.5	3.7	0.4	0.4	-1.2	12.0	i	-9.2	-0.3
> C[C@@H]1CN([C@H](C)CO)C(=O)CCCn2nncc2CO[C@H]1CN(C)Cc1cccc(O)c1
 : 0.4&0.2	x	x	-0.7	-0.2	x	x	0.0	-4.3	1.3
> COc1cc(/C=N/n2nnnc2N)ccc1OCc1c(C)no[n+]1[O-]
 : x	x	2.9	-2.3	-0.4	-0.3	-14.0	-0.2	-5.2	3.1
> CCN(CC)S(=O)(=O)c1cc(F)ccc1OC
 : x	-16.3	-0.1	3.2	-0.2	0.5	8.7	i	10.5	-3.8
> COc1cc(NC(=O)c2cccc(Cl)c2)c(OC)cc1NC(=O)CN1CCCCC1
 : 0.8	10.0	-1.5	44.5	-0.7	0.1	17.3	-0.2	6.7	-2.4

# From PubChem BioAssay
